# Screens (PubChem)
# UTI89 phage lysis = inhibition of K1F phage lysis, E. coli UTI89, bacterial capsule biogenesis inhibitors, alamar blue (AID 488966) | E. coli UTI89 K1F phage lysis, alamar blue, 2 h; higher % means a stronger effect | inhibition, % at 100 µM, or IC50 in µM where a hit was titrated | 340,000 compounds, 0.02% hits;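 active means phage lysis inhibition, versus mean bacterial control, above a set limit; inconclusive means no clear call, values can overlap the other calls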;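 further: capsule biogenesis inhibitors block K1F phage lysis so surviving cells raise fluorescence; higher fluorescence means more inhibition of phage lysis; actives were called in the ten point dose series up to 300 µM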
# M17LAP inhibition = P. falciparum M17LAP inhibitors, primary screen, biochemical, fluorogenic H-Leu-NHMec substrate, 1536-well (AID 1619); Leucine aminopeptidase (Plasmodium falciparum (isolate 3D7)); recombinant M17LAP, H-Leu-NHMec fluorogenic kinetic assay; higher % means a stronger effect; one-dose inhibition, % at 30 µM; IC50 in µM for titrated hits; 220,000 compounds, 0.38% hits;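 active means compound inhibiting the enzyme by more than half at any dose during confirmatory dose-response retesting; inconclusive means strong single-dose inhibitors picked by rank but not retested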;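 further: plate controls were full reaction with DMSO carrier for no effect and no enzyme background for full effect; strong numbers were not always called active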
# T cell HTS = modulators of CD8 T cell-vesicle binding, primary screen, mouse 2C CD8+ T cells, flow cytometry; 330,000 compounds, 0.068% hits; 2C CD8+ T cell-vesicle binding; hits give low values; calls only at 7 µM;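 active means response, share of CD8 T cells binding vesicles, and their 90th percentile fluorescence all below set limits, cut at about 80% in these data, passing the limit was not always enough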
#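 Also added: QL9-peptide-loaded Drosophila micro-vesicles bearing Ld, ICAM-1 and B7-1; Test system: purified 2C TCR transgenic mouse naive CD8+ T cells; Measured by: cytometric PE anti-B7-1 and Alexa647 anti-CD8 signals after 1% paraformaldehyde fixation; Timing: binding step 1.5 h, 37 °C, antibody labelling 20 min, ice.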
# TNAP activators = human TNAP enzyme activators, primary screen, biochemical, luminescent, no phosphate acceptor, uHTS (AID 1001); 200,000 compounds, 0.03% hits; activation fold at 20 µM, or EC50 in µM where a hit was titrated; purified TNAP, luminescent activation assay, no phosphate acceptor; higher activation fold means a stronger effect; Alkaline phosphatase, tissue-nonspecific isozyme (Homo sapiens); in the data active means activation fold from about 3, or a potency from the dose series; inactive means the rest, 99 in 100 with activation fold below about 1.6; further: many of its hits are not listed in these tables
# RSV antiviral HEp-2 = RSV antiviral activity via CPE protection, HEp-2 cells, primary 10 µM value included (AID 2391); one-dose CPE inhibition, % at 10 µM; IC50 in µM for titrated hits; HEp-2 cells, RSV-induced CPE inhibition; higher % means a stronger effect; 310,000 compounds, 0.13% hits; in the data active means a potency from the dose series; inconclusive means CPE inhibition mostly from about 23% at the one dose, without a potency; inactive means the rest, 99 in 100 with CPE inhibition below about 21%; further: strong numbers were not always called active
# PMI inhibitors = inhibitors of human PMI, primary screen, biochemical, fluorescence intensity, coupled assay (AID 1209) | 190,000 compounds, 0.42% hits | Mannose-6-phosphate isomerase (Homo sapiens) | purified PMI enzyme, coupled fluorescence intensity; higher % means a stronger effect | inhibition, % at 20 µM, or IC50 in µM where a hit was titrated;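 further: plate controls were DMSO vehicle for no effect and wells lacking substrate for full effect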
# PMI inhibition = human PMI inhibitors, high substrate, primary screen, biochemical, fluorescence intensity, high mannose 6-phosphate (AID 1220); Mannose-6-phosphate isomerase (Homo sapiens); recombinant PMI enzyme, coupled fluorescence intensity; higher % means a stronger effect; inhibition, % at 20 µM; hits with a dose series show IC50 in µM; 190,000 compounds, 0.66% hits
# P. falciparum M1AAP = P. falciparum M1AAP inhibitors, biochemical, fluorogenic H-Leu-NHMec substrate, 1536-well (AID 1445). Aminopeptidase N (Plasmodium falciparum (isolate 3D7)). 220,000 compounds, 0.42% hits. inhibition, % at 30 µM; hits with a dose series show IC50 in µM. recombinant M1AAP, H-Leu-NHMec fluorogenic kinetic assay; higher % means a stronger effect;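 active means primary inhibition above the hit cutoff, then over 50% inhibition at one or more dose response concentrations, cut at about 23% in these data, passing the limit was not always enough; inconclusive means conflicting primary data, or primary hits not chosen for dose response; inactive means low primary inhibition, or under 50% at every dose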;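 further: plate controls were DMSO full reaction for no effect and no enzyme background for full effect; strong numbers were not always called active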
# West Nile antiviral = West Nile virus antiviral activity, cell-based, CPE readout (AID 1621). West Nile virus-infected cells, CPE inhibition; higher % means a stronger effect. CPE inhibition, % at 10 µM, or IC50 in µM where a hit was titrated. 290,000 compounds, 0.02% hits; in the data active means a potency from the dose series; inconclusive means CPE inhibition mostly from about 3.7% at the one dose, without a potency; inactive means the rest, 99 in 100 with CPE inhibition below about 2.2%; further: strong numbers were not always called active
# T cell HTS vesicle-bound % = second read-out of T cell HTS, no call of its own (marks repeat the call); double positive events, %; measured here: CD8+ vesicle-bound cell fraction;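 binding gate set so that unloaded-vesicle control wells show 10% double positive cells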
# * = called active by the depositor; i = inactive; ? = inconclusive; nt = not tested or not shown; [ ] = remark or other dose. Unless noted, no stated cut-off is given here; in the data, active means inhibition above about 50%; inactive means the rest.
SMILES,UTI89 phage lysis,M17LAP inhibition,T cell HTS,T cell HTS vesicle-bound %,TNAP activators,RSV antiviral HEp-2,PMI inhibitors,PMI inhibition,P. falciparum M1AAP,West Nile antiviral
Cc1nn(CC(=O)NCc2ccccc2)c(C)c1[N+](=O)[O-],-0.2%,7%,i,21,1.1,-0.8%,11%,14%,0%,0.5%
N#CCn1c(Cc2ccccc2)nc2ccccc2c1=O,-1.7%,nt,i,55,nt,2.7%,nt,nt,nt,-0.1%
Cc1ccc(C(C(=O)NC(C)(C)C)N(Cc2cccnc2)C(=O)C(=O)NC2CCCCC2)o1 (stereo not drawn),0.6%,-2%,i,59,1.1,0.8%,-1%,3%,-3%,-0.6%
O=C(NCCCNCc1ccccc1)c1ccc(/C=N/O)nc1,0.2%,9%,i,39,1.1,1.0%,-6%,-3%,-8%,-0.2%
Cc1ccc(C(C)C)c(OCC(=O)Nc2ccccc2N2CCN(C)CC2)c1,0.6%,-12%,i,42,1,0.6%,23%,16%,11%,1.2%
CCC(=O)NCc1ccc(-c2nc3ncccc3o2)cc1,0.7%,nt,i,40,nt,0.8%,nt,nt,nt,-0.2%
COc1cccc(-c2ccc(NC(=O)C3CCCN(Cc4cc(C)[nH]n4)C3)cc2)c1 (stereo not drawn),-0.1%,nt,i,4,nt,0.1%,nt,nt,nt,-0.5%
COC(=O)c1ccc(C2C(C(=O)c3cc4ccccc4o3)=C(O)C(=O)N2CCN2CCOCC2)cc1 (stereo not drawn),-0.2%,nt,i,15,nt,1.0%,nt,nt,nt,0.1%
Cn1cccc1C(=O)NNC(=O)COc1ccccc1F,0.1%,nt,i,8,nt,3.0%,nt,nt,nt,1.4%
Cc1cccc(CC(C)NC(=O)c2oc3c(F)cccc3c2C)n1 (stereo not drawn),0.7%,nt,i,64,nt,3.7%,nt,nt,nt,-1.2%
O=C(c1cccs1)N1CCN(Cc2nc3ccccc3c(=O)[nH]2)CC1,-0.2%,1%,i,55,1.1,3.0%,-32%,-54%,1%,0.5%
O=C1/C(=C\c2ccco2)CCC/C1=C\c1ccco1,0.0%,22%,i,47,1,2.1%,-42%,-57%,5%,-0.5%
C/C(=N\NC(=O)COc1ccc(C(C)(C)C)cc1)c1cc2ccccc2o1,0.3%,-12%,i,60,1.1,9.6%,-2%,2%,-2%,-0.9%
CC1(C)Cc2cccc(OCC(=O)Nc3nccs3)c2O1,-0.3%,-9%,i,57,1.1,1.4%,2%,2%,2%,-0.9%
COc1cccc(-c2ccc(C#N)c(SCC(=O)NCc3ccco3)n2)c1,-0.1%,14%,i,30,1.1,2.6%,4%,7%,2%,-0.2%
CCN(CC)CCC(=O)N1c2ccccc2CCc2ccc(NC(=O)OC)cc21,0.1%,nt,i,59,nt,0.0%,nt,nt,nt,-1.1%
CCOc1ccc(-n2ccc(=O)c(C(=O)O)n2)cc1,0.2%,nt,i,49,nt,2.8%,nt,nt,nt,-0.2%
Cc1ccc(C(=O)O)cc1NC(=O)CSc1ncnc2sc3c(c12)CCC3,0.6%[50 µM],-4%,i,54,nt,3.2%,nt,nt,2%,0.4%
O=C(Nc1nncs1)c1ccccc1NS(=O)(=O)c1cccs1,0.3%,-321%,i,26,1,2.6%,-16%,-30%,20%,0.7%
COc1ccc(-c2cc(C(=O)N3CCN(Cc4ccccc4)CC3)no2)cc1OC,2.3%,-1%,i,27,1,-0.6%,3%,-2%,-2%,-0.8%
CCOc1ccccc1-c1noc(CCCC(=O)NC2CCCCC2)n1,-0.4%,nt,i,32,nt,2.2%,nt,nt,nt,0.3%
CCC(C)CCN1C(Nc2ccccc2)=NC[C@@H]1Cc1ccccc1 (stereo partly drawn),-0.2%,nt,i,17,nt,-2.1%,nt,nt,nt,-1.9%
O=C(Nc1ccnn1C1CCN(C(=O)c2ccc(F)cc2)CC1)C1CCOC1 (stereo not drawn),1.1%,nt,i,36,nt,0.2%,nt,nt,nt,-0.6%
COc1ccc(N2C(=O)c3cc4ccccc4cc3C2=O)cc1,-0.1%,nt,i,13,nt,-0.4%,nt,nt,nt,0.3%
CCN(C(=O)COC(=O)Cc1c[nH]c2ccccc12)C1CCS(=O)(=O)C1 (stereo not drawn),1.7%,nt,i,56,nt,1.3%,nt,nt,nt,-0.1%
COc1ccccc1N1CCN(CC(=O)N(CC(C)C)c2c(N)n(CC(C)C)c(=O)[nH]c2=O)CC1,0.1%,-2%,i,49,1.2,0.6%,-4%,2%,1%,0.5%
CC(C)=CCN1CCN(Cc2ccc(C#CC(C)(C)O)s2)CC1CCO (stereo not drawn),0.2%,-3%,i,63,1.1,-0.9%,-4%,-9%,-3%,0.1%
Cc1nnc(-c2cnn(C)c2N)n1Cc1ccccc1F,6.2%,-11%,i,59,1.1,1.5%,10%,5%,3%,-0.1%
CCC(Cc1ccccc1)NC(=O)C1CCN(S(=O)(=O)c2ccc3c(c2)CC(C)N3C(C)=O)CC1 (stereo not drawn),0.8%,nt,i,20,nt,3.2%,nt,nt,nt,-0.7%
Cc1ccccc1C(CC(=O)c1cccs1)C(C#N)C#N (stereo not drawn),0.7%,-5%,i,38,1,-2.0%,15%,12%,6%,?
CCn1c(SCc2ccccc2)nc2c(c1=O)SCC2,0.2%,-6%,i,16,1.1,5.9%,0%,2%,3%,0.2%
CSc1nc(-c2ccccc2)nc(N2CCOCC2)c1C(C)=O,0.0%,19%,i,25,1.1,4.5%,-1%,-1%,-4%,-0.8%
O=C(O)c1ccc(-c2noc(-c3cccc(C(F)(F)F)c3)n2)cc1,0.1%,nt,i,41,nt,7.5%,nt,nt,nt,0.2%
CC(C)C[C@H](NC(=O)OC(C)(C)C)c1nnc(SCC(=O)Nc2ccc(Br)cc2)o1,-0.1%,-7%,i,45,1.2,3.5%,17%,17%,5%,-0.7%
CC1=CC(=O)CC(C)(C)C1(O)/C=C/C(C)=C/C(=O)O (stereo not drawn),4.6%,7%,i,20,nt,1.4%,nt,nt,9%,0.1%
O=C(c1cc(-c2ccccc2)nc2ccccc12)N1CCc2ccccc2C1,1.3%[50 µM],-8%,i,55,1,22%,18%,9%,2%,-0.7%
COc1ccc(C2Nc3ccccc3C(=O)N2Cc2ccco2)cc1COc1ccc([N+](=O)[O-])cc1 (stereo not drawn),0.2%,-2%,i,1,0.9,8.7%,5%,17%,10%,0.9%
Cc1c(C(=O)OCCOc2ccccc2)[nH]c2c1C(=O)CCC2,0.2%,-1%,i,44,1.2,2.4%,1%,-8%,1%,-0.6%
Cc1cc(C)c(NC(=S)NCCO)c(C)c1,0.4%,-2%,i,22,nt,-2.0%,nt,nt,4%,-0.2%
CCOc1ccc(N(CC(=O)NC(C)CC)S(=O)(=O)c2c(C)noc2C)cc1 (stereo not drawn),nt,3%,nt,nt,1.1,nt,-7%,-7%,10%,-0.2%

# Compound profiles (already shown). Screens in order: UTI89 phage lysis | M17LAP inhibition | T cell HTS | T cell HTS vesicle-bound % | TNAP activators | RSV antiviral HEp-2 | PMI inhibitors | PMI inhibition | P. falciparum M1AAP | West Nile antiviral
# Cc1cc(C)c(NC(=S)NCCO)c(C)c1 as listed: 0.4% | -2% | i | 22 | nt | -2.0% | nt | nt | 4% | -0.2%
# CCn1c(SCc2ccccc2)nc2c(c1=O)SCC2 as listed: 0.2% | -6% | i | 16 | 1.1 | 5.9% | 0% | 2% | 3% | 0.2%

# Later entries:
SMILES,UTI89 phage lysis,M17LAP inhibition,T cell HTS,T cell HTS vesicle-bound %,TNAP activators,RSV antiviral HEp-2,PMI inhibitors,PMI inhibition,P. falciparum M1AAP,West Nile antiviral
Cc1c(CN(C)C(=O)/C=C/c2ccc([N+](=O)[O-])cc2)cnn1C,4.6%[50 µM],23%,i,57,1.2,1.1%,6%,-4%,5%,-0.7%
COc1cc2oc3ccccc3c2cc1N(CC(=O)N(C)C)S(=O)(=O)c1ccc(C)cc1,0.0%,1%,i,36,0.9,0.4%,8%,4%,7%,-0.5%
COc1ccc(-c2csc(-c3cccnc3)n2)cc1C,0.6%,-16%,i,23,1,48%,4%,1%,5%,-1.1%
C=CCN1C(=O)/C(=C\c2ccc(Oc3nc(N4CCOCC4)nc(N4CCOCC4)n3)c(OC)c2)SC1=S,0.9%,4%,i,44,1,-0.5%,4%,-2%,0%,0.1%
CC(OC(=O)CSc1ccc(F)cc1)C(=O)NC1(C#N)CCCCC1 (stereo not drawn),-0.1%,nt,i,34,nt,1.6%,nt,nt,nt,-0.7%
COc1ccc(/C=N/NC(=O)CN2CCCc3ccccc32)c(OC)c1,0.2%,-14%,i,30,nt,3.0%,nt,nt,4%,-0.1%
Cc1ccc(SCc2cc(=O)[nH]c(SCC(=O)Nc3cc(Cl)ccc3Cl)n2)cc1,-0.2%,19%,i,27,1.1,-0.2%,-17%,-13%,3%,0.0%
Cc1cc(O)cc(O)c1-c1onc(C(F)(F)F)c1-c1cscn1,-0.3%,3%,i,51,0.9,8.5%,0%,4%,1%,-0.3%

# Laid out differently: entries from further up
# Screens in order: UTI89 phage lysis | M17LAP inhibition | T cell HTS | T cell HTS vesicle-bound % | TNAP activators | RSV antiviral HEp-2 | PMI inhibitors | PMI inhibition | P. falciparum M1AAP | West Nile antiviral
C=CCN1C(=O)/C(=C\c2ccc(Oc3nc(N4CCOCC4)nc(N4CCOCC4)n3)c(OC)c2)SC1=S
  0.9% | 4% | i | 44 | 1 | -0.5% | 4% | -2% | 0% | 0.1%
CC(OC(=O)CSc1ccc(F)cc1)C(=O)NC1(C#N)CCCCC1 (stereo not drawn)
  -0.1% | nt | i | 34 | nt | 1.6% | nt | nt | nt | -0.7%
COc1ccc(/C=N/NC(=O)CN2CCCc3ccccc32)c(OC)c1
  0.2% | -14% | i | 30 | nt | 3.0% | nt | nt | 4% | -0.1%
Cc1ccc(SCc2cc(=O)[nH]c(SCC(=O)Nc3cc(Cl)ccc3Cl)n2)cc1
  -0.2% | 19% | i | 27 | 1.1 | -0.2% | -17% | -13% | 3% | 0.0%
